aDG glyco act = increases alpha dystroglycan glycosylation. Pro5-aDG cells, alpha-DG glycosylation AlphaScreen (IIH6); 0% Pro5, 100% B10-LARGE cell signal. activation, % at 10 µM. actives 0.22% (n = 360,000);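 active = activation of at least 8% versus controls, or a plate z-score of at least 8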;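 also: Pro5 are CHO cells carrying HIG-tagged alpha-DG that lacks glycosylation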
H9c2 protect = modulators protecting cardiomyocytes from myocardial damage | H9c2 cardiomyocytes, H2O2 injury protection, ATPLite, 2 h | protection from H2O2 cell death, % at 20 µM | actives 0.63% (n = 360,000);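 active = compounds giving at least 50% protection of heart cells from peroxide-induced death in the single-dose screen, raw or plate-pattern-corrected value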;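 also: 0% = DMSO wells with peroxide and 100% = DMSO wells without peroxide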
Glyco luc inh = blocks N-linked glycosylation in D54 reporter cells | D54 ERlucT glycosylation luciferase reporter, 24 h; percent of 100 nM tunicamycin response | reporter increase, % at 12.5 µM | actives 0.23% (n = 360,000) | AID 588692;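 active = mean luciferase reporter signal, scaled so untreated is 0 and the glycosylation-blocking control 100, at or above a set limit in every replicate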;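 also: luciferase carries N-glycosylation sites so blocking glycosylation raises the light; 0% = median of neutral control wells and 100% = median of 100 nM tunicamycin wells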
MC4R antag cAMP = blocks human MC4R cAMP signaling | P32245 | MC4R-expressing cells, MTII-stimulated cAMP, LANCE TR-FRET | inhibition, % at 6.5 µM | actives 0.48% (n = 360,000);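 active = inhibition above its plate's cutoff, the mean of tested wells on that plate plus 3 SD, cut at about 29% in these data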;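 also: 0% = Melanotan II alone and 100% = Melanotan II plus saturating MCL0020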
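Test system: U2OS cells stably expressing human melanocortin 4 receptor (MC4R); also added: Melanotan II challenge; compound: 6.5 µM single dose; timing: 30-min compound preincubation, 1-h Melanotan II challenge, 1-h detection, room temperature; signal: Eu-cAMP/anti-cAMP TR-FRET, emission 671 nm; repeats: one well per compound, no replicates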
hiPSC survival = enhancers of human iPSC single-cell survival. hiPSC single-cell survival, ATPlite luminescence; 100% = ROCK inhibitor wells, 0% = DMSO. survival enhancement, % at 20 µM. actives 0.044% (n = 360,000). AID 602274; in the data active = survival enhancement above about 18%;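 also: cells exposed to compounds for 16 hours before the ATP read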
ABCB6 inh 2 = blocks the human ABCB6 transporter. Q9NP58. K562-ABCB6 porphyrin accumulation, flow cytometry, 1 h; hits give low values. fluorescence ratio to DMSO, % at 10 µM. actives 0.19% (n = 360,000);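 active = fluorescence ratio to DMSO below 75%, the collection mean minus 3 SD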;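 also: signal is porphyrin accumulated inside mitochondria; 100% equals median channel fluorescence of DMSO control wells; lower ratio means ABCB6 inhibition with less porphyrin fluorescence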
Target sequence (Q9NP58 whole entry, looked up): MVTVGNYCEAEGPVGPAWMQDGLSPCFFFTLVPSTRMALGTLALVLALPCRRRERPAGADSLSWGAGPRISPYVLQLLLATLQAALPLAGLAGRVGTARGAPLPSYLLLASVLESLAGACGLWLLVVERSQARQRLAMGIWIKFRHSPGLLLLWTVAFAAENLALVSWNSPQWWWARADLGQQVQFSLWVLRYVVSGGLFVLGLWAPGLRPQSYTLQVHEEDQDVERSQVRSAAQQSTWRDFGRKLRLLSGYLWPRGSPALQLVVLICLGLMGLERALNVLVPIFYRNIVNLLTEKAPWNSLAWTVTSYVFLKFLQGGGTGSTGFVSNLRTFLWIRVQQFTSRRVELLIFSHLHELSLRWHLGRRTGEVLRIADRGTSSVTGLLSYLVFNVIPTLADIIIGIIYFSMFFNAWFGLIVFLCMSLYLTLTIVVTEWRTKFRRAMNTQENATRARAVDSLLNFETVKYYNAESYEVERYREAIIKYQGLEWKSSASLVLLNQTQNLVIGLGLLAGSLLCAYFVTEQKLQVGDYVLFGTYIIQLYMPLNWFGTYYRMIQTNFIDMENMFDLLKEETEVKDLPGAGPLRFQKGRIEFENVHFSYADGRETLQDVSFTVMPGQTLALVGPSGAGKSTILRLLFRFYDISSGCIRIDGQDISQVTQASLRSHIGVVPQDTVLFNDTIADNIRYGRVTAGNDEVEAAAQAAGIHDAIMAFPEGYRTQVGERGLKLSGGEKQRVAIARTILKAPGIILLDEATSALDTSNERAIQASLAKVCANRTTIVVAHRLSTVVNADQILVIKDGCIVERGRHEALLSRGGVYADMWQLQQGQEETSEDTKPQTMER
Exocytosis inh = lytic granule exocytosis inhibition; AID 651702; actives 0.66% (n = 360,000); TALL-104 LAMP-1 surface exposure, flow cytometry; cells stimulated with thapsigargin and PMA; inhibition, % at 10 µM;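 active = inhibition above about 55%, limit read from the data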
ABHD5 PLIN5 PPI = blocks binding of human ABHD5 to perilipin-5 | Split G. princeps luciferase complementation, luminescence, 4 h | inhibition, % at 4 µM | actives 0.78% (n = 360,000) | AID 602281;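 active = inhibition above the mean inhibition across every tested compound plus 3 SD, cut at about 22% in these data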;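 also: 0% = DMSO only wells and the 100% control is not disclosed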
m5-HT2A agonist = agonists of mouse serotonin 5-HT2A receptor (HTR2A). activation, % at 7.6 µM. CHO-K1 mHTR2A beta-arrestin complementation, luminescence; percent of 30 µM serotonin response. P35363. AID 624169. actives 0.66% (n = 360,000);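 active = activation above a run cutoff, the mean activation of all tested compounds plus 3 SD, cut at about 14% in these data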;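 also: 0% = plate median of compound wells and 100% = 30 µM serotonin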
MC4R ag barr = agonists of human melanocortin 4 receptor (MC4R) beta-arrestin. P32245. AID 540308. U2OS MC4R beta-arrestin complementation, luminescence; percent of melanotan II response, DMSO zero. activation, % at 8.9 µM. actives 0.98% (n = 360,000);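 active = activation above a per-plate cutoff, the mean activation of sample wells on that plate plus 3 SD, cut at about 8% in these data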
The depositor's hits bear a star; x = no result given.

smiles,aDG glyco act,H9c2 protect,Glyco luc inh,MC4R antag cAMP,hiPSC survival,ABCB6 inh 2,Exocytosis inh,ABHD5 PLIN5 PPI,m5-HT2A agonist,MC4R ag barr
Cc1ccc(S(=O)(=O)Nc2ccnc3ccccc23)cc1,0.2,-9,0,-3,-3.7,98,0,-4,0,-0.4
COc1ccc(N2CCN(C(=O)CSc3ncn[nH]3)CC2)cc1,-0.1,4,-1,6,-0.4,99,-5,7,-5,-4.0
CC(C)C[C@H](NC(=O)C1CC(=O)N(c2ccc3c(c2)OCO3)C1)C(=O)NC1CCCC1 (stereo partly drawn),0.0,-2,-1,18,-0.3,100,-1,3,4,-2.7
COc1cccc(/C=C/C(=O)NCC2CCCCC2)c1,-0.3,-2,-1,1,0.5,94,3,-11,-15,-3.6
O=C(CN1CCN(c2ccccc2)CC1)Nc1ccc2c(c1)CCC2,0.3,10,2,12,0.5,100,0,3,5,0.3
CC(=O)c1ccc(N2CCN(S(=O)(=O)c3c(C(=O)N4CCCCC4)c(C)n(C)c3C)CC2)cc1,0.1,2,2,-7,-0.6,97,-4,5,0,-0.2
CCN(CC)S(=O)(=O)c1cccc(-c2nnc(SCC(=O)NC)n2N)c1,0.1,7,1,3,-1.3,91,2,2,1,1.0
Nc1nc(SCC(=O)NC2CCCC2)[nH]c(=O)c1NC(=O)c1cccs1,0.2,5,1,-4,-0.6,97,-3,8,12,0.1
O=[N+]([O-])c1ccc(O)c(Nc2c([N+](=O)[O-])ccc3nonc23)c1,-0.1,-7,-2,-10,0.2,97,-8,-2,3,-3.9
Cn1c(SCC(=O)c2ccc3c(c2)Cc2ccccc2-3)nnc1-c1cccc(N)c1,-0.2,-3,10,0,0.0,97,-3,5,-4,-1.2
CS(=O)(=O)c1ccc(Sc2nc3ccccc3s2)c([N+](=O)[O-])c1,-0.1,-8,40*,16,-4.2,95,-10,10,1,-3.4
CC1(C)Cc2c(sc(/N=C/N3CCCCCC3)c2C#N)C(C)(C)N1,-0.2,0,-1,8,2.6,90,3,2,0,2.2
Cc1cccc(C(=O)N2CCCN(C(=O)c3cccc(C)c3)CC2)c1,-0.1,16,0,-9,-1.7,198,12,2,4,-1.6
CCOc1cc(N2CCOCC2)c(OCC)cc1NC(=O)COC(=O)c1ccccc1C,0.8,4,2,17,-2.3,94,-1,-3,5,1.5
COCCCn1c(C(=O)NCCC2=CCCCC2)cc2c(=O)n3ccccc3nc21,0.6,6,3,7,1.0,96,-3,1,1,0.7
COc1ccc(C(=O)NC(=S)N2CC(C)OC(C)C2)cc1 (stereo not drawn),-0.2,0,0,-4,-1.4,102,0,-8,5,-1.9
CCc1nc2c(OCc3ccc(Cl)cc3)cccn2c1N(C)C(=O)c1ccccc1F,0.6,0,-3,24,-0.9,107,20,1,2,0.6
Cc1ccc(C(=O)CSc2nnc(-c3cccs3)n2C)o1,0.3,21,1,3,0.0,99,-6,2,0,-1.1
Cc1ccc(NC(=O)CCS(=O)(=O)c2ccccc2)cc1S(=O)(=O)N1CCOCC1,-0.1,4,0,2,1.5,96,3,3,7,0.4
COc1ccc(C(=O)Nc2ccc3oc(Cc4ccc(Cl)cc4)nc3c2)cc1OC,0.4,-5,-6,10,1.4,95,-3,4,-4,1.1

Continued:
smiles,aDG glyco act,H9c2 protect,Glyco luc inh,MC4R antag cAMP,hiPSC survival,ABCB6 inh 2,Exocytosis inh,ABHD5 PLIN5 PPI,m5-HT2A agonist,MC4R ag barr
O=C(COC(=O)CSc1ccc2ccccc2c1Br)NC1CC1,-0.4,-4,0,18,1.6,96,-1,-6,0,-3.7
O=C(CCSc1nnc(-c2ccncc2)o1)Nc1cccc(Cl)c1,-0.1,0,2,5,-0.6,86,-1,-2,-2,-0.3
C=CCOn1c(C)c(C(C)=O)c2c3no[n+]([O-])c3ccc21,-0.1,1,-3,-7,2.1,90,0,3,-3,-1.6
CCC1(O)C(=O)OCc2c1cc1n(c2=O)Cc2cc3cc(O)ccc3nc2-1 (stereo not drawn),-0.4,2,-12,-22,-4.7,101,4,4,4,-0.1
COc1cccc(NS(=O)(=O)c2ccc(S(=O)(=O)N3CCOCC3)cc2)c1,0.2,-1,2,4,-1.0,97,-2,7,0,0.1
CC(C)c1ccc(/C=C2\CC/C(=C\C=N\N(C)C)C2=O)cc1,-0.2,-4,-3,-2,-3.2,99,0,12,4,-2.6
CN(c1ccccc1C(=O)NCC1CCCO1)S(C)(=O)=O (stereo not drawn),0.1,3,0,8,-1.4,101,-1,-2,3,-1.8
O=S(=O)(NCc1ccco1)c1ccc(S(=O)(=O)N2CCCCC2)cc1,-0.1,0,-2,-4,-2.4,100,0,-4,7,1.6
O=C(O)C1CCN(c2ccccc2[N+](=O)[O-])CC1,0.7,5,-1,7,-0.3,102,-2,3,3,-1.4
Nc1ncc(-c2cc3ccccc3oc2=O)s1,-0.1,-2,-1,7,-2.6,102,-2,-4,1,0.0
Cc1cc(NC(=O)c2cc(-c3ccccn3)nc3c(Cl)cccc23)no1,0.4,-7,4,-1,0.3,102,2,-9,-1,0.6
O=C(O)c1cc(NC(=O)C2CCCO2)cc(NC(=O)C2CCCO2)c1 (stereo not drawn),-0.1,3,1,-2,-1.5,103,3,12,4,2.8
O=C(/C=C/c1ccc(S(=O)(=O)N2CCOCC2)cc1)OCC(=O)c1ccc([N+](=O)[O-])cc1,0.1,-4,0,7,0.1,91,4,0,1,-1.3
COc1ccc([N+](=O)[O-])cc1NC(=O)CCN1CCN(CCO)CC1,0.0,-3,18,20,1.1,96,-3,4,1,-1.3
CCN(CC)S(=O)(=O)c1ccc(N2CCOCC2)c(NC(=O)c2cnccn2)c1,-0.2,7,-1,6,-1.0,90,3,2,4,-0.5
CC(=O)C[C@@H](O)CC(=O)[C@H]1OC(=O)[C@H](C)C/C=C\Cc2ccccc21,0.1,5,1,18,-0.7,102,-2,10,-3,-0.5
CCC(C(=O)NCCC(C)C)N(Cc1ccccc1Cl)C(=O)c1snc(C(N)=O)c1N (stereo not drawn),-0.1,0,-3,3,-0.3,100,-4,-4,1,-1.1
CCCSc1ncccc1C(=O)O,-0.1,10,3,6,0.7,95,-3,0,-5,0.4
O=C(COC(=O)c1ccc(O)cc1)Nc1cccc(S(=O)(=O)NC2=NCCCCC2)c1,0.1,-1,0,1,-0.4,95,-2,1,-2,-0.9
O=C(NCc1cccs1)c1ccc(CS(=O)Cc2ccccc2Cl)o1 (stereo not drawn),0.3,0,3,0,-0.7,100,9,-2,5,-2.3

Later entries.
smiles,aDG glyco act,H9c2 protect,Glyco luc inh,MC4R antag cAMP,hiPSC survival,ABCB6 inh 2,Exocytosis inh,ABHD5 PLIN5 PPI,m5-HT2A agonist,MC4R ag barr
S=C1SCN(CC2CC2)CN1CC1CC1,0.0,-10,7,-2,0.4,99,4,4,1,-1.4
Cc1c(C(=O)N2CCOCC2)c(S(=O)(=O)Nc2ccc(OC(F)(F)F)cc2)c(C)n1C,-0.3,0,3,0,0.4,98,0,1,1,0.4
c1ccc(-c2nc(N3CCOCC3)c3ccccc3n2)nc1,7.0*,-2,-1,10,-0.9,104,2,7,1,-1.0
Cc1ccc(-c2ccnc3c(Br)c(C)nn23)cc1,0.0,-8,-3,7,0.0,98,-2,3,-9,1.1
COc1ccc(Cn2cc(CN3CC(N4CCN(C5CCN(C)CC5)CC4)CS3(=O)=O)nn2)cc1 (stereo not drawn),-0.1,x,x,x,1.7,99,5,8,8,x
COC(=O)c1cc(S(=O)(=O)NCC2CCN(Cc3cccc(F)c3)CC2)c[nH]1,0.0,-2,-1,0,0.8,88,-26,-1,-2,-1.6
N#Cc1cccc(NC(=O)CSc2n[nH]c(=O)[nH]c2=O)c1,0.0,5,1,3,0.2,102,-2,1,2,-0.4
Cc1ccc(C(=O)NC(=S)Nc2ccccc2C(F)(F)F)cc1,-0.2,-16,0,0,-1.7,105,2,-10,-3,-1.4
Cc1ccc(S(=O)(=O)C[C@@H]2OC[C@H](C)N2S(=O)(=O)c2ccc(C)cc2)cc1,1.5,x,x,x,x,x,5,6,-8,x
CCc1ccc(OC2(C)CCN(CCOc3ccc(C)cc3)C2)cc1 (stereo not drawn),0.0,-11,2,-3,-1.1,97,-9,-2,-5,3.5
CSc1ncccc1C(=O)OCC(=O)Nc1ccc(S(=O)(=O)N2CCCC2)cc1,0.0,-6,1,5,7.4,95,-1,-6,2,2.5
CCCCOC(=O)c1cccc(NC(=O)CC)c1,0.1,0,-2,0,4.5,91,-1,-10,-2,0.0
CCOCC(=O)Nc1ncc(S(=O)(=O)c2ccc([N+](=O)[O-])cc2)s1,-0.2,-7,-1,-9,-1.8,99,0,0,4,0.8
CCOc1ccc(CNC(=S)N/N=C/c2ccc(OC)c(OC)c2)cc1,0.2,7,1,3,-0.6,96,1,3,7,-0.5
C=CCNC(=S)NNC(=O)c1ccc(OCC(C)C)cc1,0.1,-3,-1,-4,-2.3,101,-1,1,-1,2.5
CCCc1cc(O)c2c(C)cc(=O)oc2c1,-0.2,-14,-1,10,-2.2,101,-2,-2,1,2.8
Cc1ccccc1-c1noc(C23CC4CC(CC(C4)C2)C3)n1,0.1,-15,-1,11,-0.3,100,0,-5,-3,0.3
O=C(COc1ccc2ccccc2c1)NNC(=O)c1ccc([N+](=O)[O-])cc1,-0.3,1,-1,8,0.3,102,2,3,0,-1.3
CCOC(=O)c1c(-c2cccs2)csc1NC(=O)c1ccncc1,-0.1,-11,3,9,1.2,98,3,-1,0,-1.7
O=C(NC1(C(F)(F)F)N=C2SCCN2C1=O)c1ccccc1 (stereo not drawn),-0.2,5,0,2,1.6,98,-2,-16,0,-3.0

Further structures:
smiles,aDG glyco act,H9c2 protect,Glyco luc inh,MC4R antag cAMP,hiPSC survival,ABCB6 inh 2,Exocytosis inh,ABHD5 PLIN5 PPI,m5-HT2A agonist,MC4R ag barr
COc1ccccc1OCCSc1nnc(CNC(=O)c2ccco2)n1C,0.0,-2,2,6,0.3,104,21,7,-10,-0.1
COc1ccc(-c2sc(Nc3cccc4ccccc34)n[n+]2C)c(C)c1C,-0.4,9,2,-3,3.2,99,5,-8,-3,-1.0
CCOc1ccc(-c2cn3ccccc3n2)cc1[N+](=O)[O-],0.5,-19,-1,-4,-2.5,107,-5,6,-3,-0.3
COc1ccc2cnnc(SCC(=O)Nc3ccccc3)c2c1OC,0.3,16,0,7,4.0,95,-10,-9,-1,-2.5
CCC(=NNS(=O)(=O)c1ccc(C)cc1)c1ccc(OC)c(C)c1,0.3,-2,1,-4,2.6,97,-2,-2,2,1.2
CCCn1c(C(C)Nc2nc(-c3ccc(Cl)c([N+](=O)[O-])c3)cs2)nc2ccccc21 (stereo not drawn),0.1,-2,-4,-3,-1.0,94,-3,-10,-2,-1.4

An excerpt from above, showing only ABCB6 inh 2 and MC4R antag cAMP.
molecule	ABCB6 inh 2	MC4R antag cAMP
CCOc1ccc(-c2cn3ccccc3n2)cc1[N+](=O)[O-]	107	-4
COc1ccc2cnnc(SCC(=O)Nc3ccccc3)c2c1OC	95	7

Source: PubChem
